Source: PubChem BioAssay (several laboratories)
TNAP inh noacc: TNAP (human) inhibition, acceptor-free conditions; P05186; purified TNAP, CDP-star luminescence, 30 min; inhibition, % at 20 µM; 0.26% of 200,000 active; AID 1012;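 active means tissue-nonspecific alkaline phosphatase inhibition above about 50% at 20 µM in the single-dose screen, limit read from the data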;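 further: 0% = DMSO negative control and 100% = EDTA positive control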
Target sequence (P05186 whole entry, looked up): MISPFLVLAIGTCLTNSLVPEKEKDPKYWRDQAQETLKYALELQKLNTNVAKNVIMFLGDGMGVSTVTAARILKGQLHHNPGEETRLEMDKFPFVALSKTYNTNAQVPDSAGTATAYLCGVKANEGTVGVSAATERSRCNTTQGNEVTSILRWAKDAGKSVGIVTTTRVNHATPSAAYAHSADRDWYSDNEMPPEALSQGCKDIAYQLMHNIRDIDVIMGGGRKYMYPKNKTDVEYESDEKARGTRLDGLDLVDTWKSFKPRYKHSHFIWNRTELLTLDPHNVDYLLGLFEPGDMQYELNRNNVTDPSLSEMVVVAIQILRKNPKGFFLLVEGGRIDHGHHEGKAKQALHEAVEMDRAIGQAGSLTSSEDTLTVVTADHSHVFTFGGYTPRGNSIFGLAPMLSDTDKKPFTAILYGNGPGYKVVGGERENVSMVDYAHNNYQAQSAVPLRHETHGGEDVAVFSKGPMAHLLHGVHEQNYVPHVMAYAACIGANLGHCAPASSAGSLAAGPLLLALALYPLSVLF
PMI act hi M6P: increases human PMI activity with near-saturating mannose 6-phosphate; P34949; coupled PMI enzyme assay, resazurin fluorescence, 20 min; stronger effect = higher value; 1 = untreated enzyme, 0 = substrate-free blank; activation factor at 20 µM; 0.34% of 190,000 active; AID 1216;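 active means activation factor of 2 or more at 20 µM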
Target sequence (P34949 whole entry, looked up): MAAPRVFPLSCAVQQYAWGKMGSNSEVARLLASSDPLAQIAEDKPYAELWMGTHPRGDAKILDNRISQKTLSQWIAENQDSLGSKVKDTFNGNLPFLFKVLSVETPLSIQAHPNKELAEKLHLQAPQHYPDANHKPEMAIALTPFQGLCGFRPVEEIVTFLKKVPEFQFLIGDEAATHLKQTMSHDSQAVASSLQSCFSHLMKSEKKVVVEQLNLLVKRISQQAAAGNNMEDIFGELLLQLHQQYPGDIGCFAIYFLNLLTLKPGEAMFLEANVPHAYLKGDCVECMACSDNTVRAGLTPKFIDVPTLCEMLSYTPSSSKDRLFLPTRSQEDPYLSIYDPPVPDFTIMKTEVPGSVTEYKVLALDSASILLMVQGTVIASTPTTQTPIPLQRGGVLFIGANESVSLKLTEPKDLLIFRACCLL
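Test system: human phosphomannose isomerase with PGI, G6PDH, diaphorase coupling enzymes; Amount: PMI at 15 ng/mL final; Reagent: Mannose-6-phosphate 1.0 mM (near-saturating) plus 0.22 mM NADP+; Timing: 20 min, room temperature; Technique: resorufin fluorescence at Ex 544/Em 590 nm; Dosing: 20 µM single dose.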
TNAP act hiacc: activators of human TNAP at high phosphate acceptor concentration. 200,000 tested, under 10 active. activation factor at 20 µM. P05186. purified TNAP, CDP-star luminescence, 1 M DEA, 30 min; stronger effect = higher value; 0 = EDTA background, 1 = DMSO-only activity;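 active means activation factor at least 2 at 20 µM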
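system = human TNAP | amount = enzyme diluted 1/800 final | reagent = 100 µM CDP-star substrate | signal = luminescent substrate turnover signal | dosing = one dose, 20 µM | benchmarks = EDTA negative control, DMSO positive control | measure = activation factor | timing = 30 min reaction, room temperature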
PMI act: increases human mannose-6-phosphate isomerase activity; activation factor at 20 µM; 0.005% of 190,000 active; P34949; purified human PMI, coupled resazurin fluorescence, 20 min; stronger effect = higher value; 1 = vehicle control, 0 substrate-free wells;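 active means activation factor of 2 or more at 20 µM, relative to plate controls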
TNAP inh hi DEA: blocks human TNAP under high phosphate acceptor concentration; P05186; purified TNAP, CDP-star luminescence, 1 M DEA; inhibition, % at 20 µM; 0.03% of 200,000 active;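 active means over 50% inhibition of tissue-nonspecific alkaline phosphatase at 20 µM in the single-dose screen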;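 further: plate controls were DMSO wells for no effect and EDTA-quenched wells as full inhibition for full effect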
Diaph act CS: diaphorase activation or chemical reduction counter-screen; 0.005% of 190,000 active; Diaphorase/resazurin coupled assay, resorufin fluorescence, 16 min; stronger effect = higher value; 1 = vehicle wells, 0 = NADH-free wells; activation factor at 20 µM; AID 1229;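 active means diaphorase activity raised at least twofold by the compound at 20 µM; inactive means activation factor below 2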
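Material: purified diaphorase enzyme from Clostridium kluyveri / Medium: HEPES pH 7.4 buffer with MgCl2 and Tween 20 / Schedule: enzyme reaction of 16 min at room temperature / Measured by: resorufin fluorescence, excitation 544 nm, emission 590 nm / Evaluation: rise in resorufin formation, marking diaphorase activation or chemical reduction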
bIAP inh: blocks bovine intestinal alkaline phosphatase activity | purified bovine IAP, CDP-star luminescence, 30 min | inhibition, % at 20 µM | 190,000 tested, under 10 active;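 active means over 50% inhibition of intestinal alkaline phosphatase at 20 µM in the single-dose screen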
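Incubation: 30 min reaction at room temperature / Material: purified bovine intestinal alkaline phosphatase (IAP) enzyme / Input: enzyme at 1/65,000,000 dilution / Dosing: 20 µM single dose / Signal: CDP-star luminescence signal / Reagent: CDP-star chemiluminescent phosphatase substrate, 30 µM final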
Diaph inh CS: counter-screen for diaphorase-based assays: diaphorase inhibitors and chemical oxidizers; diaphorase resazurin-to-resorufin fluorescence, NADH, 16 min; bacterial (C. kluyveri) enzyme, not human; 0.69% of 190,000 active; inhibition, % at 20 µM;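 active means primary screen inhibition at 20 µM above a set limit, cut at about 50% in these data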;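 further: plate controls were DMSO with full reaction for no effect and wells lacking NADH for full effect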
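controls = No-NADH positive control and DMSO neutral control | system = Clostridium kluyveri diaphorase enzyme | timing = reaction incubation of 16 min at room temperature | signal = resorufin fluorescence 544/590 nm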
bIAP act: intestinal alkaline phosphatase (bovine) activation; 0.17% of 200,000 active; purified bovine IAP, CDP-star luminescence, 30 min; stronger effect = higher value; fold of DMSO-control signal, blank-subtracted; activation factor at 20 µM;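 active means activation factor of 2 or more at 20 µM, a signal rise over negative controls twice the positive control's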
L major viab: reduces viability of Leishmania major promastigotes | inhibition, % at 10 µM | resazurin fluorescence viability | 9% of 200,000 active | AID 1063; in the data active means inhibition above about 50%;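 further: promastigotes grown with compound for 44 hours at 28 °C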
An asterisk follows results filed as active.

SMILES	TNAP inh noacc	PMI act hi M6P	TNAP act hiacc	PMI act	TNAP inh hi DEA	Diaph act CS	bIAP inh	Diaph inh CS	bIAP act	L major viab
CCOC(=O)c1c(-c2ccc(Cl)cc2)cn2ccccc12	-8	0.9	1	0.9	-4	0.8	6	18	0.9	-5
Cc1ccc(C2C=C(c3ccccc3)Nc3nc(N4C(=O)CCC4=O)nn32)cc1 (stereo unspecified)	-10	1.9	1	1.5	-4	0.8	-21	15	1.2	2
CC(C)c1c(O)nc(SCCN(C)C)[nH]c1=O	-10	1.1	1.1	1.1	-11	0.9	11	10	0.9	-2
O=C(CSc1ncccc1-c1nc2ccccc2[nH]1)N1CCCCC1	-12	1.1	1.1	1	-6	0.9	8	13	0.9	24
O=C(c1cnc2ccccn2c1=O)N1CCCc2ccccc21	-8	1	1	1	-1	1	7	-1	0.9	-5
Cc1nnc(NCc2n[nH]c(=O)c3ccccc23)c2ccccc12	-7	1	1	0.9	-1	0.7	13	35	0.9	26
CCCNC(=O)C1CCN(S(=O)(=O)c2ccc(Br)cc2)CC1	-9	1.1	1	1.1	-3	1.1	-60	-7	1.6	-3
O=C(O)Cc1c(O)ccc2ccccc12	-11	0.9	1	1	-3	0.9	2	15	1	-5
COC(=O)c1nn(-c2ccccc2)c(Sc2ccc(OC)cc2)c1/C=N/O	4	1	1	1.1	-3	0.9	13	7	0.9	-2
CCN(C(=O)[C@@H]1CCCN1C(=O)c1cccs1)c1nc2cc(Cl)ccc2s1	-12	0.9	1	0.8	-4	0.7	-5	26	1	-6
CCn1cnc2scc(-c3ccccc3)c2c1=O	-3	1.1	1.1	1.1	-6	1.2	9	-20	0.9	-2
COc1cc(C)ccc1OCCOCCOc1ccccc1[N+](=O)[O-]	-36	1	1	0.9	1	0.9	14	10	0.9	31
Cc1ccc(C(C(=O)NCc2ccco2)N(CCc2ccccc2)C(=O)Cn2nnc3ccccc32)o1 (stereo unspecified)	-7	0.9	1.1	1	-8	0.7	-3	32	1	15
Cc1ccc(N(CC(=O)N2CCc3ccccc32)C2=NC(=O)CS2)cc1	-13	1	1.1	1	-7	0.9	0	14	1	10
CCOC(=O)C1CCN(c2ncnc3c2c(-c2ccccc2)cn3-c2ccc(C)cc2)CC1	-8	0.8	1	0.8	-4	0.8	-5	24	1.1	-6
O=C(Nc1ccc(S(=O)(=O)N2CCOCC2)cc1)C1COc2ccccc2O1 (stereo unspecified)	-14	1	1.1	1	-7	0.8	17	23	0.8	1
COc1ccc(-c2cc(CNC(=O)CN3CCN(C)CC3)on2)cc1	-1	0.8	1	0.9	-1	0.9	2	13	1	7
Cn1c(=O)c2c(ncn2CC(=O)N2CCCc3ccccc32)n(C)c1=O	-4	1.1	1	1	0	1.1	2	-9	1	-2
Cc1ccnc(NS(=O)(=O)c2ccc(NC(=O)c3c(-c4ccccc4Cl)noc3C)cc2)n1	-7	0.9	1	0.9	1	0.9	16	11	0.8	2
COc1ccccc1N/C(N)=N/c1nc(CSc2ccc(C)cc2)cc(=O)[nH]1	-31	1	1.1	1.1	-10	0.8	-41	20	1.4	31
COc1ccc(OC)c(-c2cc(C(=O)Nc3cc(C)on3)no2)c1	-17	1.1	1	1.1	-3	1	11	-4	0.9	16
CC(=O)Nc1c(-c2ccc(F)cc2)nc2ccccn12	-17	1	1.1	1	-9	0.9	5	13	1	19
CC(C)C12CN3CC(C(C)C)(CN(C1)C3c1ccccc1)C2O (stereo unspecified)	-6	0.9	1	0.9	-4	0.8	1	24	1	-5
O=C(COC(=O)c1ccccc1NC(=O)C1CC1)c1ccc2c(c1)OCCO2	-10	0.8	1	0.8	-4	0.6	34	36	0.7	5
COc1ccc(C2Nc3ccccc3C(=O)N2NS(=O)(=O)c2ccc(C)cc2)cc1 (stereo unspecified)	-14	0.9	1	1	-2	0.9	-8	10	1.1	11
CN1C(=O)Cc2cc(S(=O)(=O)N3CCOCC3)ccc21	-7	0.9	1	1.1	-4	0.8	-2	20	1	-2
COc1ccc(NC(=O)CCS(=O)(=O)c2cccc3nonc23)cc1	-12	1.1	1.1	1.1	-6	0.9	3	11	1	7
O=C(c1ccc(Cl)c(Cl)c1)N1CCC(=O)N(C(COCc2cccc(C(F)(F)F)c2)Cc2ccccc2)CC1 (stereo unspecified)	-3	1.1	1	1.1	-2	0.8	-11	19	1.1	22
CC(=O)Nc1cc(C(=O)N2CCc3ccccc3C2)ccc1Sc1ccc(Cl)cc1	-5	1	1	0.8	-3	0.8	12	17	0.9	-5
CCCCCn1c(CNC(=O)CC)nc2ccccc21	-5	1	1	1	-5	0.9	9	12	0.9	3
COc1cc2c(cc1OC)CN(S(C)(=O)=O)CC2	0	0.8	1	1	-5	0.8	0	19	1	-1
COC(=O)NNC(=O)COc1ccc(Cl)cc1	-6	1	1	0.9	1	0.9	-1	7	1	4
COc1ccc(N2C(=O)C3C4C=CC(C4)C3C2=O)nn1 (stereo unspecified)	-13	0.9	1	0.9	-4	0.7	7	25	0.9	-2
Cc1ccc(NC(=O)Nc2cccs2)nc1	0	1.1	1.1	1	-12	1	4	0	1	-5
O=C(NNC(=O)C1C2CCC(C2)C1C(=O)O)c1ccc(Br)o1 (stereo unspecified)	-20	1.1	1	1.1	1	0.9	-4	6	1	37
COc1ccc(C2=NO[C@@H]3[C@@H]4C[C@@H]([C@H]5C(=O)N(c6ccc7c(c6)OCO7)C(=O)[C@@H]45)[C@H]23)cc1OC	-19	0.7	1	0.9	-3	0.7	21	26	0.8	-6

Profiles, looked up by structure. Screens in order: TNAP inh noacc, PMI act hi M6P, TNAP act hiacc, PMI act, TNAP inh hi DEA, Diaph act CS, bIAP inh, Diaph inh CS, bIAP act, L major viab
Shown for CCCNC(=O)C1CCN(S(=O)(=O)c2ccc(Br)cc2)CC1 = -9, 1.1, 1, 1.1, -3, 1.1, -60, -7, 1.6, -3
Shown for CC(=O)Nc1c(-c2ccc(F)cc2)nc2ccccn12 = -17, 1, 1.1, 1, -9, 0.9, 5, 13, 1, 19
Shown for COc1ccc(NC(=O)CCS(=O)(=O)c2cccc3nonc23)cc1 = -12, 1.1, 1.1, 1.1, -6, 0.9, 3, 11, 1, 7
Shown for CC(=O)Nc1cc(C(=O)N2CCc3ccccc3C2)ccc1Sc1ccc(Cl)cc1 = -5, 1, 1, 0.8, -3, 0.8, 12, 17, 0.9, -5

New compounds follow:
SMILES	TNAP inh noacc	PMI act hi M6P	TNAP act hiacc	PMI act	TNAP inh hi DEA	Diaph act CS	bIAP inh	Diaph inh CS	bIAP act	L major viab
CC(=O)c1ccc(NC(=O)N2CCc3ccccc3C2)cc1	-8	1	1.1	1.1	-6	0.9	20	8	0.8	-6
O=C(O)CNC(=S)N(Cc1ccc(F)cc1)C1CCCCC1	-20	1.1	1.1	1.1	-6	0.9	-13	7	1.1	1
Cc1cc([N+](=O)[O-])nn1CC(=O)Nc1nc2ccccc2s1	-1	0.9	1	1	4	0.9	-11	6	1.1	-7
CCn1cc(CNC(=O)CSc2nc(-c3ccc(OC)c(OC)c3)cc(C(F)(F)F)n2)c(C)n1	-2	1	1	0.9	-5	0.7	21	28	0.8	27
CCOC(=O)c1ccc(NC(=O)C2C3CCC(C3)C2C(=O)O)cc1 (stereo unspecified)	-7	1	1	1	2	1	3	2	1	15
CCCCNC(=O)C1=C(N)C(C(=O)Nc2ccc(C)c(S(=O)(=O)N3CCCCC3)c2)SC1=Nc1ccc(C)cc1C (stereo unspecified)	2	1.2	0.9	1	8	0.8	-3	20	1	-25
Cc1onc(-c2c(F)cccc2Cl)c1C(=O)NCCO	0	1	1	1	1	1	-7	-1	1.1	-2
Cc1cc(O)c(/C=N/Nc2ccc(F)cc2)c(=O)o1	-14	2.3*	1	1.7	-4	0.5	-2	48	1	70*
C=CCn1c(=O)c(C(=O)Nc2ccccc2S(N)(=O)=O)c(O)c2ccccc21	6	1.1	1.1	0.9	-6	0.8	7	24	0.9	3
CCOC(=O)c1c(C)n(C)c2ccc(OCC(O)CN(CC)CC)cc12 (stereo unspecified)	-5	1.1	1	0.9	2	1	3	2	1	99*
CCSc1cc(N2CCCC2)nc(-c2ccc(C)cc2)n1	-4	1.1	1.1	1.1	-6	1	-3	-4	1	3
S=C1NCCc2ccccc2C1c1ccccc1 (stereo unspecified)	13	1	0.9	1	5	1	27	4	0.7	0
CCn1c(SCC(=O)N/N=C/c2cccs2)nc2ccccc21	-1	0.9	1	0.9	-2	0.8	1	21	1	1
CCOC(=O)C1(CCOc2ccccc2)CCN(Cc2cnc(C)[nH]2)CC1	-8	1	1.1	0.9	-7	0.9	2	10	1	6
CCC(=O)c1c[nH]c(C(=O)NCCc2ccccn2)c1	-4	1	1	1	-4	0.9	5	7	1	-8
COc1cccc(-n2ccnc2SCC(=O)Nc2cc(OC)ccc2OC)c1	-8	1.1	1	1	-3	1	-2	2	1	8
CCOc1ncccc1C(=O)NCc1ccc(OC)cc1	-3	0.9	1	0.9	-4	0.9	16	9	0.8	-5
CCCCN(C(=O)Cn1nnc2ccccc21)C(C(=O)NCCOC)c1ccccc1 (stereo unspecified)	-8	1.1	1.1	1.1	-5	1	7	-4	0.9	0
COc1cc(-c2nnc(SCC(=O)OC3CCCCC3)o2)cc(OC)c1OC	-11	0.9	1.1	0.9	-6	0.8	7	16	0.9	4
O=C(CSc1ncnc2nc[nH]c12)N1CCN(c2ccc(Cl)cc2)CC1	-3	0.9	1	0.9	3	0.9	-19	14	1.2	7
O=C(N/N=C\c1ccc(-c2ccccc2[N+](=O)[O-])o1)C1COc2ccccc2O1 (stereo unspecified)	-6	0.4	1	0.7	-2	0.6	14	39	0.9	52*
O=C(c1ccc2c(c1)C(=O)N(Cc1ccco1)C2O)N1CCOCC1 (stereo unspecified)	-22	0.7	1.1	0.9	-7	0.7	-10	32	1.1	-5
O=C1OCc2cc(NC(=O)C3COc4ccccc4O3)ccc21 (stereo unspecified)	-5	1.1	1	1.1	-4	1	2	3	1	-5
CCOC(=O)CNC(=O)CNC(=O)c1nn(-c2ccc(OC)c(Cl)c2)c(=O)c2ccccc12	-1	1	1	1	-3	1.1	-37	-6	1.4	-3
Cc1cccc2nc(CSc3nc4[nH]ncc4c(=O)n3-c3cccc(Cl)c3)cc(=O)n12	-25	1	1	1	-5	0.9	6	6	0.9	56*
